HePTP inh: blocks human HePTP tyrosine phosphatase; P35236; recombinant HePTP phosphatase activity, OD absorbance; inhibition, % at 20 µM; 0.64% of 110,000 active; in the data active = inhibition above about 50%;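 note: plate controls were vehicle for no effect and reference inhibitor for full effect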
Target sequence (P35236 whole entry, looked up): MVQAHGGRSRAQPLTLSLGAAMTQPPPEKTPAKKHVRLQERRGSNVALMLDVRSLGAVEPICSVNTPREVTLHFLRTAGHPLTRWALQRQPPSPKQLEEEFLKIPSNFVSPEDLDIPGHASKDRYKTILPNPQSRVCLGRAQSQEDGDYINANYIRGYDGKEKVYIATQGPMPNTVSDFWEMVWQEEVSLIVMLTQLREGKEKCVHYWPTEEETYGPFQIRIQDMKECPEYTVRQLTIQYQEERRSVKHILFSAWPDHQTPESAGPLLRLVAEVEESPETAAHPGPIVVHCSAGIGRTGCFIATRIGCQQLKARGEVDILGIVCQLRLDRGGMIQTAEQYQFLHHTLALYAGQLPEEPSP
BAP1 block: blocks human BAP1 ubiquitin-AMC hydrolysis; Q92560; AID 436; 0.48% of 72,000 active; recombinant BAP1, Ub-AMC hydrolysis fluorescence kinetic; hits give low values; activity remaining (% of control), % at 20 µM;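 active = activity remaining at or below 50% of control, provided the compound also passes the data quality filters; inactive = the rest, including low values that fail the filters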;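 note: 100% = DMSO wells rate and 0% = substrate alone blank rate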
Target sequence (Q92560 whole entry, looked up): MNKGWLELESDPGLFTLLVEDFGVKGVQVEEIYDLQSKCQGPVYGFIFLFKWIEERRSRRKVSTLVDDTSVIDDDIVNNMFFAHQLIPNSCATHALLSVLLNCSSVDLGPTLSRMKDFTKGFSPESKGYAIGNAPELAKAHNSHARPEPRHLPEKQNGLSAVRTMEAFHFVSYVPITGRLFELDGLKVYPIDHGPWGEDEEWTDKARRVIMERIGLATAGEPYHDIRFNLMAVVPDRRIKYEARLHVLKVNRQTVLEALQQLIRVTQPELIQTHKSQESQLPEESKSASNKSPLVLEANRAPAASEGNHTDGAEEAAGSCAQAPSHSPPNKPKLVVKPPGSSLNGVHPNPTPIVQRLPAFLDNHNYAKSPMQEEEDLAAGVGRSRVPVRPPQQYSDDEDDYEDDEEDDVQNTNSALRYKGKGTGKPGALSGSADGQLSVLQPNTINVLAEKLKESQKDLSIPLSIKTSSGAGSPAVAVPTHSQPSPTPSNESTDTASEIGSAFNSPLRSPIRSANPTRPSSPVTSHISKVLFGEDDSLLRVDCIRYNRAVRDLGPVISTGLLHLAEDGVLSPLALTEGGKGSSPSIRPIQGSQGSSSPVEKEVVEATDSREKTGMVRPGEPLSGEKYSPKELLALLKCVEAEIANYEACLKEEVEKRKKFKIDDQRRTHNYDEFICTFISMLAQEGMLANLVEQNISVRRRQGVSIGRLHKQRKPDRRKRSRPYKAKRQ
* = called active by the depositor; . = no result given; & = joins results of further samples. Hits appear at their usual frequency. About 0.83% of those tested had a hit in this group.

SMILES | HePTP inh | BAP1 block
CCCNC(=O)c1cccc(Cn2nc(C)c(Br)c2C)c1 | 5 | 91
COc1ccccc1N1CCN(/N=C/c2ccc(C(F)(F)F)cc2)CC1 | -6 | .
O=C(O)C1CCCN(S(=O)(=O)c2cccc3cccnc23)C1 (stereo not drawn) | 3 | 100
NC(=O)CN1CCCN(S(=O)(=O)c2ccc(Br)cc2)CC1 | -4 | 101
Cc1c(CN2CCCCC2)c(O)n(CCCO)c(=O)c1C#N | -8 | .
CCN(CC)S(=O)(=O)c1ccc2c(c1)OCCO2 | 10 | .
O=C(OCC(=O)N(C1CCCCC1)C1CCCCC1)c1ccncc1 | 0 | 114
COC(=O)c1ccc(/C=C2/C(=O)NC(=O)N(c3cccc(C)c3)C2=O)cc1 | 7 | .
O=C(NN1C(=O)S/C(=C\c2ccc(Cl)cc2Cl)C1=S)c1ccccc1O | 10 | .
COc1cc(/C=C2\C(=O)N(c3ccc(S(N)(=O)=O)cc3)N=C2C)ccc1O | -4 | .
COc1ccc(C(=O)Nc2ccc3c(c2)OCCO3)cc1OC | -20 | .
CC1CCCN(c2nc3c(c(=O)[nH]c(=O)n3C)n2CCSc2ncccn2)C1 (stereo not drawn) | 2 | 98
CCCC(CCC)=C(C#N)C(=O)OCC | 3 | .
COc1ccc(-c2cnnn2-c2ccc(NC(=O)c3ccco3)cc2)cc1OC | -4 | 76
CC(C)(C)c1cc(/C=N/O)c(C(C)(C)C)s1 | -15 | .
CCCN(CCC)C(=O)Cn1ccc(=N)c2ccccc21 | 7 | 62
COc1cc(C(=O)Nc2ccc(Oc3ccc(NC(=O)c4cc(OC)c(OC)c(OC)c4)cc3)cc2)cc(OC)c1OC | -7 | .
O=C(Nc1ccc(N2CCCCC2)c(Cl)c1)c1cccc2ccccc12 | 7 | .
Cc1c(C(=O)NCc2ccc3c(c2)OCO3)oc2ccccc12 | 4 | 98
Cc1ccc(OCC(=O)Nc2ccccc2-c2ccccc2)c(Br)c1 | 6 | .
COc1ccc(C2C=C(c3ccc(C)c(C)c3)Nc3ncnn32)c(OC)c1OC (stereo not drawn) | 4 | 80
COc1cc(C(=O)Nc2cc(Cl)ccc2C)c(-n2cnnn2)cc1OC | 0 | 107
Cc1sc(NC(=O)c2ccco2)c(CN2CCN(c3ccccn3)CC2)c1C | 9 | 114
O=C(/C(=C/c1ccccc1[N+](=O)[O-])c1nc2ccccc2s1)c1ccccc1 | -5 | .
CCCC(=O)N1CCc2[nH]c3ccccc3c2C1 | 2 | 98
O=C(O)CN1C(=O)/C(=C\c2ccc(-c3ccccc3Cl)o2)SC1=S | 1 | .
Cc1ccc2c(c1)c(C)cc(=O)n2CCC(=O)O | 17 | 80
COc1ccc(C2C(C#N)=C(N)OC3=C2C(=O)CC(C)(C)C3)c2ccccc12 (stereo not drawn) | -5 | .
Cc1cccc(NC(=O)c2ccc(Cl)cc2)n1 | . | 311
CCC(=O)Nc1c(-c2ccccc2)nc2ccc(C)cn12 | 5 | .
CCOc1ccc(-c2nc(C#N)c(N3CCCCCC3)o2)cc1 | 3 | .
Cc1cc(C)cc(OCCCN2CCN(C)CC2)c1 | 5 | .
Cc1cc(C)c2oc(-c3ccc(NC(=O)c4cccc([N+](=O)[O-])c4C)cc3)nc2c1 | -2 | .
N#CC1=C(SCC(=O)Nc2ccc(Cl)cc2)NC(=O)CC1c1ccccc1Cl (stereo not drawn) | -13 | .
CCOCC(=O)Nc1nnc(COc2ccc(Cl)cc2)s1 | 8 | 91
Cc1cccc(OC(=O)c2cccc([N+](=O)[O-])c2)c1 | 8 | .
CCN1C(=O)c2c(C)nc3ccccc3c2C1=O | 6 | 73
CC1(C)CCCC2=C1CC1C(=O)NC(=O)C1C2 (stereo not drawn) | -30 | .
CC1CCCCN1C(=O)Nc1ccccc1 (stereo not drawn) | 3 | .
CCOC(=O)C(C)On1c(SC(C)C(=O)OCC)nc2ccccc2c1=O (stereo not drawn) | 14 | 76
Cc1ccc2[nH]c(=O)c(-c3noc(-c4ccncc4)n3)cc2c1 | 4 | 70
O=C1N=C(N2CCCC2)S/C1=C\c1ccc(O)cc1 | 2 | .
COc1ccc(OC)c(C2NC(=O)NC(C)=C2C(=O)OCc2ccc3c(c2)OCO3)c1 (stereo not drawn) | -10 | .
N#Cc1nc(-c2ccc(OCc3ccc(Cl)cc3)cc2)oc1N1CCC(C(N)=O)CC1 | 10 | .
O=C1c2ccccc2S(=O)(=O)N1CC(O)Cn1ccc2ccccc21 (stereo not drawn) | 3 | 67
COc1cccc(OC)c1C(=O)Nc1ccccc1N1CCCC1 | 6 | 102
COc1cccc2cc(-c3csc(Nc4ccccc4C)n3)c(=O)oc12 | 8 | .
Cc1occc1-c1nnc(SCC(=O)N2CC(=O)Nc3ccccc32)n1CC(C)C | 11 | 98
COc1ccccc1NC(=O)C1C2C=CC3(CN(Cc4cccnc4)C(=O)C13)O2 (stereo not drawn) | 4 | 97
COc1cc(NC(=O)CN2C(=O)c3ccccc3S2(=O)=O)c(OC)cc1Cl | -5 | 98
Cc1sc2nc(CN3CCOCC3)nc(N3CCC(C(N)=O)CC3)c2c1C | 7 | 106
O=C(NCCc1ccc(F)cc1)C1CC(=O)N(c2ccccc2)C1 (stereo not drawn) | 2 | .
COc1ccc2c(c1OC)C(=O)NC(C)=C(C(=O)OC(C)(C)C)C2O (stereo not drawn) | 3 | 53
CC1=NNC(=O)C1CC(=O)N/N=C/c1ccc(O)cc1 (stereo not drawn) | -12 | .
CC(C(=O)NCc1ccccc1)N1C(=O)c2ccccc2C1=O (stereo not drawn) | 6 | .
CCc1nn2c(N)c(/C=C3\C=C(Br)C=CC3=O)c(=O)nc2s1 | 9 | .
Cc1ccc(/C=C2/SC(=S)N(C(C)C(=O)O)C2=O)cc1 (stereo not drawn) | 1 | .
Cc1ccc(NC(=O)COc2ccc3oc4c(c3c2)CCCC4)nc1 | . | 67
O=c1c2[nH]c3ccccc3c2ncn1Cc1cccnc1 | 3 | 79
Cn1c(=O)[nH]c(=O)c2c1nc(Br)n2CCSc1nc2ccccc2o1 | -6 | 93

16 neighbouring compounds already listed, quoted:
SMILES | HePTP inh | BAP1 block
Cc1ccc2[nH]c(=O)c(-c3noc(-c4ccncc4)n3)cc2c1 | 4 | 70
O=C1N=C(N2CCCC2)S/C1=C\c1ccc(O)cc1 | 2 | .
COc1ccc(OC)c(C2NC(=O)NC(C)=C2C(=O)OCc2ccc3c(c2)OCO3)c1 (stereo not drawn) | -10 | .
N#Cc1nc(-c2ccc(OCc3ccc(Cl)cc3)cc2)oc1N1CCC(C(N)=O)CC1 | 10 | .
O=C1c2ccccc2S(=O)(=O)N1CC(O)Cn1ccc2ccccc21 (stereo not drawn) | 3 | 67
COc1cccc(OC)c1C(=O)Nc1ccccc1N1CCCC1 | 6 | 102
COc1cccc2cc(-c3csc(Nc4ccccc4C)n3)c(=O)oc12 | 8 | .
Cc1occc1-c1nnc(SCC(=O)N2CC(=O)Nc3ccccc32)n1CC(C)C | 11 | 98
COc1ccccc1NC(=O)C1C2C=CC3(CN(Cc4cccnc4)C(=O)C13)O2 (stereo not drawn) | 4 | 97
COc1cc(NC(=O)CN2C(=O)c3ccccc3S2(=O)=O)c(OC)cc1Cl | -5 | 98
Cc1sc2nc(CN3CCOCC3)nc(N3CCC(C(N)=O)CC3)c2c1C | 7 | 106
O=C(NCCc1ccc(F)cc1)C1CC(=O)N(c2ccccc2)C1 (stereo not drawn) | 2 | .
COc1ccc2c(c1OC)C(=O)NC(C)=C(C(=O)OC(C)(C)C)C2O (stereo not drawn) | 3 | 53
CC1=NNC(=O)C1CC(=O)N/N=C/c1ccc(O)cc1 (stereo not drawn) | -12 | .
CC(C(=O)NCc1ccccc1)N1C(=O)c2ccccc2C1=O (stereo not drawn) | 6 | .
CCc1nn2c(N)c(/C=C3\C=C(Br)C=CC3=O)c(=O)nc2s1 | 9 | .

The results go on.
SMILES | HePTP inh | BAP1 block
CCn1c(SCC(=O)NCc2ccc3c(c2)OCO3)nnc1-c1cccs1 | 4 | 79
O=C1OC(c2ccc(Br)cc2)=C/C1=C/c1ccc2c(c1)OCO2 | 6 | .
O=C(Nc1ccc(N2C(=O)C3C4c5ccccc5C(c5ccccc54)C3C2=O)cc1Cl)c1ccc(Cl)cc1Cl (stereo not drawn) | 8 | .
COC(=O)c1ccc(C2C(C(=O)c3cc4ccccc4o3)=C(O)C(=O)N2CCCN(C)C)cc1 (stereo not drawn) | 5 | 121
Cn1c(Cc2ccccc2)nnc1SCC(=O)NC1CCCCC1 | 13 | 104
Cc1cc(C)c(NC(=O)c2c(-c3ccccc3)noc2C)c(C)c1 | 1 | .
CCN(CC)C(=O)CN(c1cc(Cl)ccc1OC)S(=O)(=O)c1ccc(C)c([N+](=O)[O-])c1 | -11 | .
COc1ccc(N=Cc2c(O)c3ccccc3n2C(C)=O)cc1 | -4 | .
CCSC1=C(C#N)C(c2ccc(OC)c(OC)c2)CC(=O)N1 (stereo not drawn) | -6 | 100
Cc1cccc(C)c1NC(=O)Cn1c(=O)n(CCCC(=O)NCc2ccco2)c(=O)c2sccc21 | 11 | 103
O=C(CSc1nc2ccccc2o1)Nc1ccc2c(c1)OCO2 | 7 | .
COc1ccc2c(c1)c1c3n2CCN(C(=S)Nc2ccccc2)C3CCC1 (stereo not drawn) | 12 | .
Cc1ccc(NC(=O)c2ccccc2NC(=O)Cc2cccs2)cc1C | -7 | .
O=C(c1ccc(N2CCCC2=O)cc1)N1CCOCC1 | 4 | 74
Cc1cc(C(=O)COC(=O)CN(C)S(=O)(=O)c2ccc(Cl)cc2)c(C)n1Cc1cccs1 | 11 | 92
COc1ccc(Cl)cc1NC(=O)N1CCN(C2CCCCC2)CC1 | -1 | 85
O=c1[nH]c(=S)n(-c2ccc(Cl)cc2)c(O)c1/C=C1\C=Nc2ccccc21 | 1 | .
COc1ccc(/C=C/C(=O)c2ccc3c(c2)OCCO3)c(OC)c1 | 8 | .
Cc1ccc(-c2ccccc2)n1-c1cccc(C(=O)O)c1 | 3 | .
COc1ccc(OC)c(C(c2nnnn2CC2CCCO2)N2CCN(C)CC2)c1 (stereo not drawn) | 0 | 96
Cc1cc2nn(-c3ccccc3)nc2cc1NC(=O)c1ccc(F)cc1 | . | 366
Cn1c(=O)cc2c3c(c(N4CCCC4)ccc31)C(=O)c1ccccc1-2 | 8 | .
Cc1ccc(/C=N/Nc2nn[nH]n2)c2nsnc12 | 5 | .
COc1ccc(-c2nc(-c3cc(OC)c(OC)cc3OC)[nH]c2-c2ccc(OC)cc2)cc1 | 3 | .
O=c1ccn(Cc2ccccc2Cl)cc1 | 7 | 61
CC(C)(C)c1ccc(OCC(=O)Nc2ccc(F)cc2)cc1 | 1 | .
CCOC(=O)Nc1nc(C)c(C(=O)N(C)C)s1 | -1 | 115
COc1ccc(C(=O)NCC(=O)Nc2ccccc2)cc1OC | 2 | 74
O=C(NC1CCCCC1)c1nn2c(C(F)(F)F)cc(-c3ccco3)nc2c1Br | -6 | 102
CCn1c(=O)c2c(nc3n2CCCN3CCc2ccccc2)n(C)c1=O | 2 | 126
O=C(/C=C/c1cccc([N+](=O)[O-])c1)Nc1ccc(I)cc1Cl | -6 | .
COc1ccc(CC(=O)Nc2ccc(O)c(-c3nc4cc(Cl)ccc4o3)c2)cc1OC | -6 | .
COc1ccccc1N1CCN(Cc2ccc(OC)c(OC)c2OC)CC1 | -3 | 98
O=C(Nc1ccc2[nH]c(=O)[nH]c2c1)c1cccnc1 | -3 | .
CN(C)c1ccc(NC(=O)c2ccccc2F)cc1 | -1 | .
CC(=O)C1=C(O)C(=O)N(c2cccc(C(=O)O)c2)C1c1ccc(F)cc1 (stereo not drawn) | 5 | 102
CN(NC1CC(=O)N(c2cccc(Cl)c2)C1=O)c1ccccc1 (stereo not drawn) | 8 | .
Cc1nc2sc(C(c3ccccc3)N3CCN(CCO)CC3)c(O)n2n1 (stereo not drawn) | 6 | 94
CCc1nc2oc(C(=O)c3ccccc3)c(N)c2c2c1COC(C)(C)C2 | 11 | 79
C/C(=N\NC(=O)c1ccc(C)cc1)c1ccc(Cl)cc1 | 26 | .
c1ccc(C2=Nc3ccccc3NC(c3ccccc3)C2)cc1 (stereo not drawn) | -4 | .
Cc1nc2ccccc2c(=O)n1NCc1cccs1 | 6 | 119
COc1ccc(Br)cc1C1CC(=O)N2CN(C)CSC2=C1C#N (stereo not drawn) | -6 | 92
CCN(CC)CCSc1nc(O)c(-c2ccccc2)c(=O)[nH]1 | 2&-1 | 115
Cc1ccc2nc(SCC(=O)Nc3c(C)n(C)n(-c4ccccc4)c3=O)[nH]c2c1 | 3 | 108
Cc1cc(C(=O)NCc2ccco2)cs1 | -3 | .
CCCCCC(=O)N/N=C(/C)c1cccs1 | -5 | .
Cc1ccnc(NS(=O)(=O)c2ccc(N)cc2)c1 | 10 | .
CC1=CC(=O)C=C/C1=N\S(=O)(=O)c1ccc(C)cc1 | -14 | .
COCCCn1cnc2c(c1=O)c1nc3ccccc3nc1n2-c1ccc(C)cc1 | -10 | 80
COC(=O)CSc1nc(N)c(C#N)c(-c2ccc(O)cc2)c1C#N | -12 | .
Cc1cccc(C)c1NC1=NC2(CCCCC2)N=C(N)N1 | 4 | 112
COC(=O)Cc1cc(=O)n(-c2ccccc2)[nH]1 | 11 | 85
CCCN(CCC)S(=O)(=O)c1ccc(C(=O)N2CCN(C)CC2)cc1 | . | 58
Cc1c(C(=O)NCCC(C)C)cccc1[N+](=O)[O-] | 6 | .
CCOc1ccc(C)cc1S(=O)(=O)n1ccnc1 | -2 | 57
COc1cc2nc(CCCOc3ccc(Cl)cc3Cl)oc(=O)c2cc1OC | 6 | .
CC1=C(C(=O)OCCc2ccccc2)C(c2ccccc2[N+](=O)[O-])NC(=O)N1C (stereo not drawn) | 3 | .
CN1C(=O)/C(=C2\SC(=S)N(NC(=O)c3cccnc3)C2=O)c2ccccc21 | 6 | .
Cc1ccccc1OCC(=O)N/N=C/c1ccc(O)cc1O | -4 | .
N#Cc1c(-c2ccc(Br)cc2)cc(-c2ccco2)c(C#N)c1N | 101* | .
O=C(NCCC1=CCCCC1)C1CCN(S(=O)(=O)N2CCOCC2)CC1 | -3 | 101

Screening data as filed in PubChem BioAssay.
